PKM2 act – activators of human pyruvate kinase M2; Potency, µM (series often up to 57.5 µM), inactives show at the highest dose activation, actives largely listed as activators; hit rate 0.34% among 260,000; AID 1631; purified PKM2, Kinase-Glo ATP luminescence, activation; response scale: 0% is enzyme alone, no compound; P14618; further: potency means the concentration at half of the fitted maximal effect; on the % scale 0 is the no-effect control and ±100 the full control effect; nearly all actives have a fitted effect of over 55% in size
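hPK-M2, >95% pure; 0.1 mM ADP / 0.5 mM PEP final; imidazole pH7.2 buffer w/ 7 mM MgCl2, 50 mM KCl; 1 h RT; Kinase-Glo lum. Intermediate enzyme activity for dual inhibitor/activator qHTS.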
KCNH2 3.1 block – blocks the human KCNH2 3.1 channel isoform. hit rate 0.95% among 340,000. AID 720553. activity change, % (tested at about 1.8 µM). U2OS KCNH2 3.1, thallium flux FluxOr; active compounds read low;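 active means maximum activity change below -70%; inconclusive means maximum activity change from -70% to -50%; inactive means maximum activity change above -50%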;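 further: thallium influx rate constant from kinetic fluorescence after stimulation buffer; on the % scale 0 is the no-effect control and ±100 the full control effect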
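Steps: virus added to U2OS suspension (4 h, RT, dark); medium with 10% FBS added, cells plated, 37 C overnight; FluxOr/Red40 loading buffer 45 min RT; stimulation buffer, 2 min kinetic read; rate constant normalized.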
MLL CXXC-DNA inh – MLL CXXC-DNA interaction inhibition; MLL-CXXC / FITC-HOXA9 DNA fluorescence polarization; Potency, µM (series often up to 115 µM), inactives show at the top dose activity change, negative = inhibition, hits mostly inhibitors; hit rate 0.037% among 290,000; AID 2662; active means well fitted inhibition curve with a large enough effect in the polarisation, with a control signal flat, not every such curve was filed as active; inconclusive means small, poorly fitted or top-dose-only effect, or effect the other way, or a change in a side signal; inactive means no such curve, though single readings can be large or run the other way; the % refers to the polarisation; further: potency means the concentration at half of the fitted maximal effect
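Steps: dispense CXXC domain solution (7 uM) → pin compounds or unlabeled HOX-A9 DNA control → 5 min ambient → add FLSN-HOX-A9 solution (50 nM) → spin → 30 min ambient → fluorescence polarization. Tris pH 7.5/NaCl/DTT/BSA buffer.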
FBPA coupling cs – coupling enzyme interference in Giardia aldolase counter-screen. hit rate 0.67% among 290,000. activity change, negative = inhibition, % at 58.2 µM, hits read low. coupling enzyme system counterscreen, AmpLite Red fluorescence; in the data active means activity change below about -30%; further: on the % scale 0 is the no-effect control and ±100 the full control effect
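Fluorescence at 525 nm excitation and 598 nm emission measured inhibition of the coupled detection system without aldolase. Compounds (at 57.5 uM final) were preincubated 10 min at room temperature with coupling enzyme reagent before a 20 min substrate/AmpLite Red step.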
TRPV1 ag – activates the human vanilloid receptor TRPV1; Q8NER1; TRPV1-expressing cells, Fluo-8 calcium influx, agonist mode; activation, % at 8.33 µM; hit rate 0.19% among 320,000; AID 540275; in the data active means activation above about 80%; inconclusive means between about 30% and that limit; further: 0% is about no effect
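Cells expressing TRPV1 were dye-loaded with Fluo-8 and read kinetically: 10 s baseline, 3 min after compound (agonist portion), then 2 min after EC20 capsaicin (allosteric enhancer portion). Calcium-bound dye fluorescence at 480/520 nm.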
GALK inhibitor – blocks human galactokinase activity | AID 1868 | Purified GALK, Kinase-Glo residual ATP luminescence | hit rate 0.007% among 270,000 | Potency, µM (doses to about 57.5 µM), for inactives: at the highest dose activity change, negative = inhibition, actives largely listed as inhibitors; further: potency means the concentration at half of the fitted maximal effect; on the % scale 0 is the no-effect control and ±100 the full control effect
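Luminescence from leftover ATP (Ultra-Glo luciferase/luciferin) served as read-out after a 1 h room-temperature reaction of 5 nM GALK with 35 uM ATP and 100 uM galactose.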
KCNH2 WT inh – KCNH2 (human, wildtype) channel inhibition. activity change, % at 1.84 µM. hit rate 0.37% among 340,000. U2OS, BacMam KCNH2, thallium flux FluxOr; active compounds read low;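 active means maximum activity change below -70%; inconclusive means maximum activity change between -70% and -50%; inactive means maximum activity change above -50%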; further: on the % scale 0 is the no-effect control and ±100 the full control effect
Target sequence (Q12809 whole entry, looked up): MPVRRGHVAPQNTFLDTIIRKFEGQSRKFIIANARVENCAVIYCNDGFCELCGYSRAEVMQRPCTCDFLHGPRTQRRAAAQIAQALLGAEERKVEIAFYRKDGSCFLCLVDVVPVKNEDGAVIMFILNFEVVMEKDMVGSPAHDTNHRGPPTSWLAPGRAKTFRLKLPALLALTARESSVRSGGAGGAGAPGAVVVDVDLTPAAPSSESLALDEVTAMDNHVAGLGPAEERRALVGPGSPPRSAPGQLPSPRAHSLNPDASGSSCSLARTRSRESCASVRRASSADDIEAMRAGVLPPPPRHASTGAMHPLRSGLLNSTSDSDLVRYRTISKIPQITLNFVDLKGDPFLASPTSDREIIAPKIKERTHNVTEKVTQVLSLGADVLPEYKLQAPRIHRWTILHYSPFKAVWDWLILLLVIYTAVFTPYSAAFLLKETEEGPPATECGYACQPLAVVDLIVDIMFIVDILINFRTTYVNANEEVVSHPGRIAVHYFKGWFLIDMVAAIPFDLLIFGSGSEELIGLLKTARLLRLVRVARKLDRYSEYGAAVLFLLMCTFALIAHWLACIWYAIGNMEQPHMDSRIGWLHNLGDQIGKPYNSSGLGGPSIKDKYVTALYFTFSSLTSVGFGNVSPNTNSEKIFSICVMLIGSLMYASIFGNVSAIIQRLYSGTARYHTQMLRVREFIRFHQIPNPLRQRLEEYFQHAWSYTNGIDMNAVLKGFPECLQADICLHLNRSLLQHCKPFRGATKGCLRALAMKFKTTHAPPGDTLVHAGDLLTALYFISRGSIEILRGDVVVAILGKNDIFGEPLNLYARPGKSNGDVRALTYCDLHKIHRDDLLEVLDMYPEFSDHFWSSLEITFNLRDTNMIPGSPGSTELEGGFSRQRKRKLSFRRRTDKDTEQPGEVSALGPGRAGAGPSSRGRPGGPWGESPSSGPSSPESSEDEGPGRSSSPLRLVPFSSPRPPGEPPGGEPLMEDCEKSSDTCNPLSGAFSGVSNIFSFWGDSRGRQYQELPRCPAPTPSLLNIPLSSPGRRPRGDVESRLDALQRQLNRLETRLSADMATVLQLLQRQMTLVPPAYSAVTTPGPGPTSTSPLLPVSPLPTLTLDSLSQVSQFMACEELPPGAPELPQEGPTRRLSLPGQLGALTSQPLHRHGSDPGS
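U2OS cells were transduced with wild-type KCNH2 virus (2.03 x 10^8 / mL) for 4 h at room temperature, then cultured overnight at 37 C. Thallium flux was read with FluxOr dye. Rate constants were normalized to DMSO controls.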
Menin MLL FP TR – inhibitors of human menin-MLL interaction, mutant MLL peptide; Potency, µM (doses to about 61.6 µM), for inactives: top-dose FP activity change, negative = inhibition, most hits filed as inhibitors; O00255; Menin + Texas Red MLL mutant peptide, fluorescence polarization; hit rate 0.23% among 270,000; active means well fitted inhibition curve with a large enough effect in the polarisation, with a control signal flat, not every such curve was filed as active; inconclusive means small, poorly fitted or top-dose-only effect, or effect the other way, or a change in a side signal; inactive means no such curve, though single readings can be large or run the other way; the % refers to the polarisation; further: potency means the concentration at half of the fitted maximal effect; % of control where 0% means no effect; many of its hits are not listed in these tables
USP2a block – blocks human ubiquitin-specific protease USP2a; hit rate 0.01% among 330,000; USP2 core, Ub-CHOP2 coupled fluorogenic reporter, 485/531; O75604; Potency, µM (top dose mostly 38.3 µM), for inactives: at the top dose activity change, negative = inhibition, most hits filed as inhibitors; AID 463254;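 further: potency means the concentration at half of the fitted maximal effect; plate controls were DMSO wells for no effect and full inhibition by NEM control for full effect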
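Cell-free coupled assay: 10nM USP2 core preincubated 30min RT with compound in Tris-HCl pH 8.0/CaCl2/CHAPS buffer, then 25nM Ub-CHOP2 and 25nM reporter substrate; fluorescence (Ex 485/Em 531) read after 60min RT, normalized to NEM inhibition, concentration-response curves fitted.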
B2AR arrestin – agonists driving beta-arrestin recruitment to human beta2-adrenergic receptor; AID 492947; Potency, µM (series often up to 46.1 µM), inactives show at the top dose activation, hits mostly activators; P07550; beta-arrestin recruitment to beta2AR, cell-based reporter; hit rate 0.02% among 330,000;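 further: potency means the concentration at half of the fitted maximal effect; 0% = DMSO controls and full agonism = EC100 isoproterenol or metaproterenol; nearly all actives have a fitted effect of over 65% in size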
Giardia kill – kills Giardia lamblia. activity change, % at 7.66 µM, hits read low. Giardia lamblia trophozoite viability. hit rate 0.15% among 340,000; in the data active means activity change below about -80%; inconclusive means between about -30% and that limit;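 further: parasites exposed to compound for two days anaerobically before the ATP read; on the % scale 0 is the no-effect control and ±100 the full control effect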
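Luminescent ATP signal served as the viability read-out, measured 15-30 min after adding ATP detection reagent to trophozoites that had been incubated with compounds for 48 hrs at 37 deg C anaerobically at 100 cells/well.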
Starred values were filed as active, the others as inactive; i = inactive; ? = inconclusive; . = not tested or not shown; [ ] = another dose, or the depositor's remark. Unless noted, the call rests on the fitted dose curve; in most records, active means well fitted curve in the direction sought with a large enough effect; inconclusive means small, poorly fitted or top-dose-only effect, or another doubt; inactive means no such curve, though single readings can be large; an effect the other way counts as inactive or inconclusive. Not all compounds are listed, so the mix of outcomes need not match the whole.

SMILES	PKM2 act	KCNH2 3.1 block	MLL CXXC-DNA inh	FBPA coupling cs	TRPV1 ag	GALK inhibitor	KCNH2 WT inh	Menin MLL FP TR	USP2a block	B2AR arrestin	Giardia kill
Cc1cc(S(=O)(=O)N2CCCCC2)ccc1OCC(=O)N1CCCC1	2%	8	-24%	2	4	4%	1	-11%	2%	-0.7%	-8
CCOC(=O)c1nnn(-c2nonc2N)c1CNC(C)C	-6%	-6	3%	3	-1	4%	1	1%	0%	-0.1%	-5
COc1ccccc1/C=C/CN1CCN(Cc2ccc(F)cc2)C(CCO)C1 (stereo not given)	1%	4	-3%	3	2	4%	14	-10%	0%	0.2%	10
Cc1ccc(CSC2=NCCN2C(=O)c2ccc(S(=O)(=O)N(C)C)cc2)cc1	-1%	4	6%	2	5	9%	7	16%	6%	-0.1%	3
Cc1cccc(N2C(S)=C(C#N)C(=O)NC2c2cccs2)c1 (stereo not given)	-5%	-7	-17%	8	1	-1%	9	?	2%	0.4%	-11
CCOC(=O)C1=C(C)Nc2ccccc2N=C1NC(=O)c1cc(C)on1	.	28	.	.	-6	.	4	.	0%	-0.1%	11
O=c1c2nnn(-c3ccc(Cl)cc3)c2ncn1Cc1ccccn1	-7%	2	7%	2	?	7%	5	-6%	0%	-0.1%	13
Cn1nc(C(F)(F)F)c(-c2ccccc2)c1NC(=O)c1cccnc1	-3%	2	-5%	3	2	.	2	.	7%	-0.6%	-16
CCOC(=O)N1CCN(C(=O)c2cc(OC)c(OC)c(OC)c2)CC1	-2%	22	18%	1	-6	-3%	-3	9%	-1%	0.4%	-6
CC1=CC(C)(C)N(C(=O)CSc2nnc(N)s2)c2c(C)cc(C)cc21	-6%	2	-1%	-1	23	-4%	8	-16%	0%	-0.2%	15
Cc1cc(C)c[n+](C[n+]2cc(C)cc(C)c2)c1	-4%	5	1%	2	-1	-2%	10	-1%	0%	2.9%	-4
COc1ccccc1C(=O)Nc1ccc2[nH]ncc2c1	0%	-8	-14%	0	-4	0%	4	4%	1%	0.0%	-6
Cc1cccc(Nc2nc(N3CCCC3)nc(N3CCCC3)n2)c1	0%	4	-4%	2	10	5%	-2	-2%	2%	0.3%	-8
C[C@@H]1O[C@@H](OC[C@@H]2O[C@H](Oc3c(-c4ccc(O)cc4)oc4cc(O)cc(O)c4c3=O)[C@@H](O)[C@H](O)[C@H]2O)[C@H](O)[C@H](O)[C@H]1O	.	-3	.	.	.	.	-14	.	2%	-0.6%	8
COc1ccc(/C(=N\O)c2ncc(C(F)(F)F)cc2Cl)cc1	4%	23	-7%	1	-4	-1%	-6	-2%	-1%	-0.2%	3
Cc1ccccc1OCCOCCN1CCCCCC1	15%	-1	15%	0	0	9%	i	-12%	0%	-0.2%	5
CCc1ccc(OCC(=O)NNC(=O)c2ccc(NC(=O)C3CC3)cc2)cc1	0%	1	12%	.	27	2%	8	.	-1%	-0.3%	6
CNS(=O)(=O)c1cc(NC(=O)CCNC(=O)c2ccco2)ccc1C	5%	1	12%	-3	0	-2%	-11	-4%	1%	-0.1%	-13
CC1CCN(S(=O)(=O)c2cc(C(=O)N3CCN(c4ncccn4)CC3)ccc2Br)CC1	5%	5	0%	1	2	-1%	26	-27%	0%	0.3%	-8
Cn1c(=O)c2c(nc(NN=C3CCCC3)n2C)n(C)c1=O	-3%	44	-6%	-5	1	0%	20	.	0%	-0.8%	26
Cc1ccc(C(=O)O)cc1NC(=S)NCCc1ccccc1	1%	9	-7%	0	-2	2%	0	-1%	1%	0.2%	-8
Cc1ccc(NCC(=O)N/N=C/c2ccc(-c3cccc(C(F)(F)F)c3)o2)cc1	-15%	-21	-2%	-6	0	1%	-7	?	1%	-1.7%	10
O=C(COC(=O)c1cc2ccccc2oc1=O)Nc1ccc(F)cc1F	-9%	-7	-5%	4	.	0%	-2	.	-1%	5.6%	10
Cc1ccc(-c2nn(-c3ccc(F)cc3)cc2C(=O)NCC(c2cccs2)N2CCOCC2)cc1 (stereo not given)	.	-2	.	.	?	.	-4	.	-1%	-0.8%	14
CCCC(=O)c1ccc(N2CCN(C(=O)OCC)CC2)c(F)c1	-3%	-6	-2%	3	?	0%	5	?	1%	-0.1%	-8
CCN1CCN(Cc2nc3c(c(=O)[nH]c(=O)n3C)n2Cc2ccccc2Cl)CC1	4%	14	10%	4	0	-1%	2	-4%	2%	-0.8%	15
Cc1ccc(C(NC(=O)c2ccccc2)C(Cl)Cl)cc1 (stereo not given)	-1%	-14	-1%	-3	8	2%	8	2%	4%	3.4%	10
Cc1cc(S(=O)(=O)N2CCOCC2)ccc1OCC(=O)NCCN1CCOCC1	.	-5	3%	-2	0	0%	-13	-3%	0%	-0.2%	2
COc1cc(-c2nc(CCNC(=O)c3ccco3)cs2)cc(OC)c1OC	.	22	7%	.	1	5%	-3	.	2%	0.1%	28
CSC1=C(C#N)C(c2ccccc2Cl)C(C(=O)c2cccs2)C(O)(C(F)(F)F)N1 (stereo not given)	9%	8	23%	5	4	1%	-24	-4%	-1%	-1.9%	?
COc1ccc(S(=O)(=O)Nc2ccc3c(c2)C(=O)N([C@H](C)CO)C[C@H](C)[C@@H](CN(C)C(=O)NC(C)C)O3)cc1	.	5	.	.	.	.	-4	.	3%	0.1%	-6
COCCN=c1scc(-c2cc(OC)c(OC)c(OC)c2)n1/N=C/c1c(C)[nH]c2ccccc12	0%	-5	0%	-3	3	1%	-24	?	-5%	-0.2%	5
CC(=O)c1cc(C(=O)NC2CCCc3c2cnn3-c2cc(C)cc(C)c2)[nH]n1 (stereo not given)	0%	-9	3%	.	7	0%	1	.	-2%	0.2%	10
Cn1c(-c2ccccc2)cnc1NCc1ccc(F)cc1	2%	11	24%	-1	-8	-2%	-2	-8%	0%	-0.6%	-8
O=C(CCNC(=O)C1CCN(S(=O)(=O)c2ccccc2)CC1)Nc1ccccc1	.	3	20%	.	-1	-8%	-12	.	1%	1.7%	-7
CCC(C)N(C(=O)c1csnn1)C(C(=O)NC1CCCC1)c1ccccc1F (stereo not given)	-1%	7	0%	0	4	12%	-5	-1%	0%	-0.1%	-22
N#Cc1c(-c2ccc(Cl)cc2)c2c([nH]c1=S)CCCC2	11%	-6	16%	-1	-2	-1%	-6	6%	-11%	0.0%	13
CCOC(=O)c1cc(NC(=O)CCC(=O)O)ccc1N1CCCCC1	-3%	-12	5%	4	-6	.	-1	.	4%	-0.4%	17
CCOc1ccc(Cn2nnc(C(=O)NCCc3ccc(Cl)cc3)c2N)cc1	-4%	0	21%	5	1	3%	-14	7%	-1%	-0.1%	4
COc1cccc(Cn2c(NCC(C)C)nc3c2c(=O)n(C)c(=O)n3C)c1	4%	15	13%	0	-3	-1%	15	-5%	0%	-0.9%	35[activator]
CC1CCCC(C)N1C(=O)CSc1nnc(CSc2ncccn2)n1C (stereo not given)	-1%	3	-8%	-1	-2	-4%	3	2%	0%	0.3%	8
CCOC(=O)C1CCN(C(=O)C(CC)c2ccccc2)CC1 (stereo not given)	3%	5	6%	3	12	3%	.	-11%	1%	0.2%	33[activator]
CCCCn1c(SCC(=O)Nc2cc(C)on2)nc2c1c(=O)n(C)c(=O)n2C	20µM*	3	10%	4	-2	2%	5	2%	1%	0.6%	10
CCOC(=O)C1C(=O)C=C(/C=C/c2ccc(N(C)C)cc2)CC1c1ccccc1 (stereo not given)	-7%	.	?	0	?	0%	-25	?	8%	0.4%	16
O=C(Nc1ccccc1N1CCN(C(=O)c2ccc(Cl)cc2)CC1)c1cc(Br)ccc1Cl	1%	-101*	3%	.	5	2%	-121*	-13%	-1%	0.0%	-15
O=[N+]([O-])c1cc(Br)c(OCc2nnc(-c3ccccc3)o2)c(Br)c1	1%	-34	-2%	1	29	11%	-2	0%	-1%	-0.1%	-16
CCOc1ccc(C(=O)NCc2ccncc2)cc1	-5%	6	2%	2	-2	4%	-1	-5%	0%	0.0%	5
CSc1nc(-c2ccc(Cl)cc2)c(C#N)c(=O)n1C	-6%	-4	5%	3	1	0%	-5	1%	5%	-0.1%	3

Bioassay records as filed in PubChem.
